# Pol eta inh = DNA polymerase eta (human) inhibition; actives 1.2% (n = 390,000); Potency, µM (highest dose often 114 µM), without a hit: at the highest dose activity change, negative = inhibition, actives largely listed as inhibitors; Q9Y253; recombinant Pol eta, fluorescent DNA replication assay; note: potency is the fitted concentration of half-maximal effect; % is set by controls: 0 for no effect and ±100 for the full control effect
# Target sequence (Q9Y253 whole entry, looked up): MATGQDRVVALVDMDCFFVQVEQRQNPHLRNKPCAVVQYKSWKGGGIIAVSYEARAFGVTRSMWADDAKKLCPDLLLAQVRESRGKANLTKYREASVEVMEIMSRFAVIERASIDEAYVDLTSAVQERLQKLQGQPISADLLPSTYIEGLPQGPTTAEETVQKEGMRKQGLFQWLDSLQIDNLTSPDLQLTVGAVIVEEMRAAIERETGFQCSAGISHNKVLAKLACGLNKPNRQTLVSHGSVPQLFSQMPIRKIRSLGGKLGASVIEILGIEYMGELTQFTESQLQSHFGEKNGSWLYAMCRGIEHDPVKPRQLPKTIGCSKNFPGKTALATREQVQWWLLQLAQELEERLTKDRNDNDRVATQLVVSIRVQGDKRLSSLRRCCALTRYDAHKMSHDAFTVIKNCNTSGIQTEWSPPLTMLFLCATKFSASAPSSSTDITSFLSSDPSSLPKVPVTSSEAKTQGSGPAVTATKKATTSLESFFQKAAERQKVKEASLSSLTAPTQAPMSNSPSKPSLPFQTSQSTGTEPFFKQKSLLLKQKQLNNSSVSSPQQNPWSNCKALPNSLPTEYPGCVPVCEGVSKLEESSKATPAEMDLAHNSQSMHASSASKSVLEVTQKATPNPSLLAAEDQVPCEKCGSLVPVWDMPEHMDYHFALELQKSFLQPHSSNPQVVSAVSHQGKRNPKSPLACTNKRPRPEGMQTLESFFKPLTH
#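 Pol eta at 10 nM preincubated with compounds 15 min at room temperature; reaction started with fluorescent substrate (50 nM final) and read kinetically at 0 and 10 min.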
# LDHA inh = inhibitors of human lactate dehydrogenase A; P00338; purified LDHA, NADH/diaphorase-resazurin fluorescence; hits give low values; activity change, % (values are at about 110 or 230 µM); actives 0.15% (n = 480,000); AID 1347041; in the data active = activity change below about -30%; inconclusive = mostly about -25% to -30%;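 note: plate controls were DMSO wells for no effect and wells without enzyme for full effect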
#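 Human LDH5 (2 nM) was incubated with 0.06 mM NADH and 0.2 mM pyruvate for 5 min at room temperature in Tris pH 7.4. Remaining NADH was coupled through diaphorase/resazurin, and resorufin fluorescence was read at 0 and 20 min.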
# RGS4 inhibitor = inhibitors of human regulator of G protein signaling 4; P49798; Transcreener GDP fluorescence polarization, RGS4-accelerated GTP hydrolysis; Potency, µM (series often up to 114 µM), for the others: top-dose activity change, negative = inhibition, hits mostly inhibitors; actives 0.039% (n = 390,000); note: potency is the fitted concentration of half-maximal effect; % is set by controls: 0 for no effect and ±100 for the full control effect; nearly all actives have a fitted effect of over 75% in size; some results filed as inactive show a strong effect at the top dose
# Target sequence (P49798 whole entry, looked up): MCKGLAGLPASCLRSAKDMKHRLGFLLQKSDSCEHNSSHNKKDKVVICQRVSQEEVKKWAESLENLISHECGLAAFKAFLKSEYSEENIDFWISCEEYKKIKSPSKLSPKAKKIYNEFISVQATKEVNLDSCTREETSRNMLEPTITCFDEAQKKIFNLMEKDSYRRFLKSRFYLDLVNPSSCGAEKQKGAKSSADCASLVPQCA
#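 MLSMR compounds (23 nl, pin-transferred) preincubated 10 min at room temperature with a 500nM (2x) first reagent, then RGS4 at 900nM (2x) plus Transcreener GDP mix added; fluorescence polarization (620/688 nm) read before and after 90 min at 30 °C.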
# Pol beta inh = blocks human DNA polymerase beta activity; Pol beta primer extension/strand displacement, fluorescence kinetic; Potency, µM (top dose mostly 114 µM), for inactives: top-dose activity change, negative = inhibition, most hits filed as inhibitors; actives 1.3% (n = 340,000); AID 485314; note: potency is the fitted concentration of half-maximal effect; % is set by controls: 0 for no effect and ±100 for the full control effect
#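 Homogeneous kinetic assay of primer extension and strand displacement by 10 nM Pol beta, preincubated 15 min at room temperature with compound before 50 nM substrate (final) was added. Read at 0 and 10 min; four-parameter Hill fit.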
# ERG Ets-DNA blk = inhibitors of human ERG Ets domain-DNA interaction | Potency, µM (titrated, usually from 76.9 µM), for the others: top-dose FP activity, negative = inhibition, usual class: inhibitors | actives 0.028% (n = 370,000) | fluorescence polarization, His-ERG Ets domain / labelled DNA | P11308; active = well fitted inhibition curve with a large enough effect in the polarisation, with a control signal flat; inconclusive = small, poorly fitted or top-dose-only effect, or effect the other way, or a change in a side signal; inactive = no such curve, though single readings can be large or run the other way; the % refers to the polarisation;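 note: polarization taken with two DNA probes labelled with fluorescein and Texas red; potency is the fitted concentration of half-maximal effect; % of control where 0% means no effect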
#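 His-tagged ERG Ets domain (1 uM in the protein solution; 300mM KCl, 50mM Tris-HCl, 1mM EDTA, 1mM DTT, pH 7.5) received compound, then a probe mix of 5 nM fluorescein-DNA and 100nM Texas-615-DNA. Fluorescence polarization was read for both dyes.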
# ALOX12 inh = blocks human arachidonate 12S-lipoxygenase | Potency, µM (highest dose often 108 µM), inactives show at the top dose activity change, negative = inhibition, hits mostly inhibitors | actives 1.1% (n = 580,000) | P18054 | purified 12hLO, xylenol orange hydroperoxide absorbance; note: potency is the fitted concentration of half-maximal effect; % is set by controls: 0 for no effect and ±100 for the full control effect
#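 Purified human 12hLO (150 nM final) in 25 mM Hepes, 0.01% Triton X-100, pH 7.0 was preincubated 15 min at room temperature with compound. Then 40 uM arachidonic acid was added, 30 min. Hydroperoxide was read by Fe-XO absorbance ratio 573/405 nm.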
# Apoferritin bind = binds horse apoferritin like a general anesthetic; P02791; Potency, µM (titrated, usually from 77.5 µM), for the others: at the top dose activity change, negative = displacement, usual class: inhibitors; apoferritin/1-aminoanthracene competitive binding, fluorescence; actives 0.074% (n = 350,000); AID 485281; note: potency is the fitted concentration of half-maximal effect; % is set by controls: 0 for no effect and ±100 for the full control effect; nearly all actives have a fitted effect of over 20% in size
# Target sequence (P02791 2-175 limits assumed): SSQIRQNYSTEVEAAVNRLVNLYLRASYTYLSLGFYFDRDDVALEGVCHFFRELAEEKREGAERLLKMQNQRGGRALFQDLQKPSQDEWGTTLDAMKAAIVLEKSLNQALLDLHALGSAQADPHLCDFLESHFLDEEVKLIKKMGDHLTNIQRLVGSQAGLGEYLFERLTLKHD
#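 Concentration-response curves derived by four-parameter Hill fitting of normalized fluorescence, where compounds displaced 1-AMA from 10 uM horse apoferritin following a brief 10 min room-temperature incubation; propofol titration acted as positive control.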
# APEX1 inh = inhibitors of human APE1 endonuclease; recombinant APE1, TAMRA/BHQ-2 abasic DNA cleavage fluorescence; actives 0.35% (n = 350,000); Potency, µM (highest dose often 65.8 µM), inactives show at the top dose activity change, negative = inhibition, actives largely listed as inhibitors;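 note: potency is the fitted concentration of half-maximal effect; plate controls were vehicle for no effect and reference inhibitor for full effect; nearly all actives have a fitted effect of over 55% in size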
#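 Enzyme (0.75 nM final) and test compound are incubated 15 min at room temperature before adding 50 nM quenched THF abasic-site duplex. Cleavage dequenches TAMRA, followed at 525/598 nm over three reads one minute apart.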
# Pol kappa inh = inhibitors of human DNA polymerase kappa; Potency, µM (highest dose often 107 µM), for the others: at the top dose activity, negative = inhibition, usual class: inhibitors; Q9UBT6; purified Pol kappa, fluorescent DNA synthesis assay, 10 min; actives 0.53% (n = 400,000); note: potency is the fitted concentration of half-maximal effect; % is set by controls: 0 for no effect and ±100 for the full control effect
#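 Readout: fluorescence, taken kinetically at 0 and 10 min. Conditions: 10 nM Pol kappa, 15 min RT compound preincubation, 50 nM substrate final. Controls: enzyme-free buffer wells.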
# Numbers without * were called inactive; ? = inconclusive; nt = not tested or not shown; [ ] = another dose, or the depositor's remark. Unless noted, calls come from the whole dose curve; as a rule, active = well fitted curve in the direction sought with a large enough effect; inconclusive = small, poorly fitted or top-dose-only effect, or another doubt; inactive = no such curve, though single readings can be large; an effect the other way counts as inactive or inconclusive. An excerpt, so the mix of outcomes need not match the whole.
SMILES,Pol eta inh,LDHA inh,RGS4 inhibitor,Pol beta inh,ERG Ets-DNA blk,ALOX12 inh,Apoferritin bind,APEX1 inh,Pol kappa inh
COc1ccccc1N1CCN(C(=O)c2oc3ccccc3c2N)CC1,-17.9%,-7.9,4.8%,25.7%,-2.3%,-16.9%,-4.9%,nt,-1.6%
C[C@H](CO)N1C[C@H](C)[C@@H](CN(C)S(=O)(=O)c2ccccc2)Oc2c(NC(=O)Nc3ccc(C(F)(F)F)cc3)cccc2C1=O,?,10.5,-23.7%,nt,9.1%,-0.9%,nt,-13.6%,-8.6%
COc1cc(CN2CCCC(N3CCN(c4ccccc4C)CC3)C2)cc(Cl)c1O (centres undefined),-9.1%,0.2,-12.1%,15.2%,-2.4%,-24.6%,-19.1%,-4.0%,-11.2%
O=C(/C=C/c1ccccc1)N1CCN(C(=O)c2ccco2)CC1,-3.1%,-8.7,3.5%,27.0%,1.0%,-17.6%,1.0%,-0.7%,-11.2%
COc1cc(CCN2C(=O)c3cccc4cccc(c34)C2=O)c(S(=O)(=O)NCCCO)cc1OC,?,0.2,?,7.2%,12.7%,-5.7%,-18.7%,?,-14.4%
CCCCCC1CC(=O)N(Cc2ccc(Cl)cc2)C(=O)N1 (centres undefined),-8.4%,-11.7,-1.2%,33.0%,-7.8%,-2.0%,-10.0%,-5.9%,-14.6%
CCn1c(COc2ccccc2)nnc1SCC(=O)Nc1ccc2c(c1)OCCO2,-6.8%,1.0,-6.5%,0.7%,5.4%,-5.1%,-7.7%,10.8%,1.0%
Cc1nn(C)c(C)c1CN(C)C(=O)c1nn2c(c1Br)NC(c1cccs1)CC2C(F)(F)F (centres undefined),0.3%,-7.4,-25.6%,28.6%,1.0%,14.6%,-14.6%,0.1%,-3.7%
COc1cc(NC(=O)CN2CCCN(Cc3cccc(F)c3)S2(=O)=O)cc(OC)c1,-18.3%,1.4,-11.7%,-24.2%,-0.7%,-14.8%,-6.2%,nt,16.0%
Cc1cccc(N=Cc2cc3c(cc2[N+](=O)[O-])OCO3)c1,-2.9%,9.9,-52.0%,3.7%,-1.2%,?,-11.1%,-3.4%,-11.8%
COc1ccc(-c2cc(C(=O)Nc3cnn(Cc4ccccc4C)c3)no2)cc1OC,-12.2%,1.2,-20.4%,21.0%,0.1%,3.5%,-3.6%,0.8%,7.8%
CCCCN1CN(S(=O)(=O)c2cccs2)c2nc3ccccc3nc21,nt,nt,nt,1.8%,nt,?,3.2%,15.1%,nt
O=C(Nc1ccc(Cl)cc1F)c1cc(S(=O)(=O)NCc2ccc3c(c2)OCO3)ccc1F,16.3%,3.4,13.1%,-1.1%,14.1%,-19.2%,2.8%,nt,-8.6%[60.1 µM]
Cc1ccc2c(COC(=O)CNC(=O)c3ccco3)cc(=O)oc2c1C,-6.4%,-1.1,3.8%,nt,-10.0%,-5.4%,nt,-9.6%,-16.8%
CN(Cc1ccc(Cl)s1)C(=O)CN1C(=O)N(C)C2(CCCCC2)C1=O,-7.1%,-5.8,9.5%,nt,1.6%,12.0%,nt,-6.4%,-4.2%
COC(=O)c1c(C)oc2ccc(N(C(=O)Oc3ccccc3)S(=O)(=O)c3ccc(Cl)c([N+](=O)[O-])c3)cc12,?,0.0,-24.3%,22.4µM*,-2.9%,nt,-9.5%,-3.6%,-21.1%
CN1CCN(Cc2cccc(Oc3ccc(Cl)cc3)c2)CC1,1.2%,-2.2,-13.1%,4.9%,nt,?,-17.3%,3.1%,1.0%[60.1 µM]
Cc1ccc(C(NC(=O)c2ccccc2)C(Cl)(Cl)Cl)cc1 (centres undefined),3.8%,-5.5,18.7%,1.5%,4.6%,-8.8%,0.4%,-0.6%,-13.0%
CS(=O)(=O)N1CCN(c2ccc(NC(=O)Cc3ccccc3)cc2)CC1,-0.2%,-1.6,14.6%,7.5%,nt,1.9%,-10.2%,-0.5%,-4.8%[60.1 µM]
CCN1C(=O)/C(=C/c2ccc(C)s2)SC1=Nc1ccc(OC)cc1,-13.9%,2.4,1.3%,3.1%,-3.0%,0.0%,-19.2%,-8.4%,-5.9%
COc1ccc(CNC(=O)COc2ccccc2C(=O)c2cnn(-c3ccccc3)c2)cc1OC,-6.1%,-7.9,-6.9%,nt,3.2%,-18.7%,nt,27.2%,-4.5%
O=C(N/N=C/c1c[nH]c2ccccc12)c1ccn(Cc2ccc(Cl)cc2)n1,-20.4%,-4.0,1.8%,13.5%,2.4%,15.1%,3.8%,6.9%,-11.7%
CN(CC(=O)NCc1ccncc1)S(=O)(=O)c1ccc(Br)cc1,-8.1%,2.3,-22.9%,4.3%,2.5%,-3.0%,-6.9%,62.6%[activator],-7.3%
COc1ccccc1NC(=O)N1CCC(c2nc3cc(C)c(C)cc3[nH]2)CC1,-19.1%,4.7,-1.9%[11.4 µM],2.0%,1.8%,-2.5%,1.1%,-2.7%,-8.2%
CCCCC(=Nc1ccc(N)cc1)C1=C(O)C(C(=O)OC)C(C)(C)CC1=O (centres undefined),-0.2%,39.0,-48.6%,-0.2%,?,?,155.2%[activator],-7.3%,-16.1%

# Five compounds drawn at random from the list so far, as already listed:
SMILES,Pol eta inh,LDHA inh,RGS4 inhibitor,Pol beta inh,ERG Ets-DNA blk,ALOX12 inh,Apoferritin bind,APEX1 inh,Pol kappa inh
Cc1cccc(N=Cc2cc3c(cc2[N+](=O)[O-])OCO3)c1,-2.9%,9.9,-52.0%,3.7%,-1.2%,?,-11.1%,-3.4%,-11.8%
COc1cc(CN2CCCC(N3CCN(c4ccccc4C)CC3)C2)cc(Cl)c1O (centres undefined),-9.1%,0.2,-12.1%,15.2%,-2.4%,-24.6%,-19.1%,-4.0%,-11.2%
COc1cc(CCN2C(=O)c3cccc4cccc(c34)C2=O)c(S(=O)(=O)NCCCO)cc1OC,?,0.2,?,7.2%,12.7%,-5.7%,-18.7%,?,-14.4%
COc1ccc(CNC(=O)COc2ccccc2C(=O)c2cnn(-c3ccccc3)c2)cc1OC,-6.1%,-7.9,-6.9%,nt,3.2%,-18.7%,nt,27.2%,-4.5%
CCCCCC1CC(=O)N(Cc2ccc(Cl)cc2)C(=O)N1 (centres undefined),-8.4%,-11.7,-1.2%,33.0%,-7.8%,-2.0%,-10.0%,-5.9%,-14.6%

# Continuation.
SMILES,Pol eta inh,LDHA inh,RGS4 inhibitor,Pol beta inh,ERG Ets-DNA blk,ALOX12 inh,Apoferritin bind,APEX1 inh,Pol kappa inh
Cc1noc(/C=C/N(C)C)c1S(=O)(=O)N1CCN(c2ccc(F)cc2)CC1,-1.4%,-7.2,13.5%,21.1%,8.7%,-6.6%,-17.9%,30.7%,-1.0%
COc1cc(OC)c(NC(=O)NCc2cccn2Cc2ccccc2)cc1Cl,-17.6%,7.1,-25.4%,-22.0%,2.5%,-12.5%,25.9%,nt,35.6%
Cc1[nH]n(-c2cccc(Cl)c2)c(=O)c1-c1ccc(Cl)cc1,-12.5%,-3.6,-20.4%,1.5%,0.0%,-22.4%,3.2%,-5.4%,-16.8%
CC(=O)Nc1ccc(-c2csc(NC(=O)C3CC(=O)N(c4ccc5c(c4)OCCO5)C3)n2)cc1 (centres undefined),-13.5%,-0.3,-12.2%,-1.2%,22.4µM*,-1.2%,-23.8%,-5.1%,-9.9%
COc1ccc(-c2noc(CNC(=O)c3cc(OC)c(OC)c(OC)c3)n2)cc1,-3.0%,-14.1,18.3%,29.4%,1.5%,-13.8%,42.7%[activator],nt,-12.0%
CCOC(=O)c1[nH]c2ccccc2c1NC(=O)c1cc(Cl)ccc1Cl,2.8%,-11.7,4.2%,-0.2%,0.1%,?,126.1%[activator],nt,-23.5%
COc1ccc(N2C(=O)CC(SCCc3nc4ccccc4[nH]3)C2=O)cc1 (centres undefined),4.3%,-7.7,12.0%,65.0%,-13.0%,-31.1%,-11.8%,8.8%,-0.4%
COc1ccc(CCN(C(=O)C(F)(F)F)C(C(=O)NC2CCCC2)c2cccs2)cc1OC (centres undefined),-12.5%,-5.8,-2.6%,4.0%,nt,11.9%,-2.8%,11.6%,-3.1%[60.1 µM]
CC(C)(C)c1cc(C(C)(C)C)cc(S(=O)(=O)CCc2ccccn2)c1,-14.4%,-4.4,14.5%,?,8.6%,6.5%,-20.0%,-6.2%,-17.2%
CCOC(=O)C1=C(C)NC(=O)NC1c1ccc([N+](=O)[O-])o1 (centres undefined),-14.6%,-2.1,16.3%,0.3%,-8.0%,0.1%,-3.1%,0.6%,1.3%
CC(=O)c1ccc(NC(=O)CCSCCC(=O)Nc2ccc(C(C)=O)cc2)cc1,5.8%,-5.2,-10.8%,-0.7%,-1.8%,-15.3%,1.6%,-1.6%,-4.5%
O=C(COC(=O)c1ccc(F)cc1F)NCc1ccc2c(c1)OCO2,-13.4%,-2.9,-32.9%,nt,-13.2%,185.2%[activator],nt,27.6%,-15.3%
O=C(Nc1cc(S(=O)(=O)Nc2ccc(Cl)cc2)ccc1N1CCCCC1)c1ccc(F)cc1,-19.8%,0.2,-49.6%,-12.0%,2.4%,?,2.8%,2.9%,-4.9%
Cc1cc2nc(/C=C/c3nc4cc(C)c(C)cc4[nH]3)[nH]c2cc1C,-7.2%,-1.4,0.2%,17.4%,-9.6%,306.9%[activator],6.1%,22.1%,2.3%
Cn1/c(=N/NC(=O)c2ccccc2Br)sc2ccccc21,-1.6%,-4.2,-13.3%,-1.3%,-1.2%,4.2%,-12.8%,-3.4%,-1.8%

# Screens: PubChem, National Center for Advancing Translational Sciences (NCATS)
